TbPYK inhibitor – T. brucei pyruvate kinase inhibition. 410,000 tested, 0.12% active. TbPYK enzyme, Kinase-Glo Plus ATP luminescence, 45 min. AID 624173. Potency, µM (doses to about 76.8 µM), inactives show at the highest dose activity, negative = inhibition, hits mostly inhibitors; further: potency means the concentration at half of the fitted maximal effect; nearly all actives have a fitted effect of over 50% in size
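In this concentration-response screen, enzyme-free wells defined baseline while DMSO plates tracked drift. Each reaction combined TbPYK, substrate, compound and 130 uM ADP for 45 min at room temperature. Kinase-Glo Plus luminescence gave the signal.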
LmPK inhibitor – blocks Leishmania mexicana pyruvate kinase activity; Q27686; Potency, µM (titrated, usually from 57.5 µM), for the others: at the top dose activity change, negative = inhibition, hits mostly inhibitors; purified LmPK, Kinase-Glo ATP luminescence, 1 h; 290,000 tested, 0.37% active; further: potency means the concentration at half of the fitted maximal effect
Target sequence (Q27686 whole entry, looked up): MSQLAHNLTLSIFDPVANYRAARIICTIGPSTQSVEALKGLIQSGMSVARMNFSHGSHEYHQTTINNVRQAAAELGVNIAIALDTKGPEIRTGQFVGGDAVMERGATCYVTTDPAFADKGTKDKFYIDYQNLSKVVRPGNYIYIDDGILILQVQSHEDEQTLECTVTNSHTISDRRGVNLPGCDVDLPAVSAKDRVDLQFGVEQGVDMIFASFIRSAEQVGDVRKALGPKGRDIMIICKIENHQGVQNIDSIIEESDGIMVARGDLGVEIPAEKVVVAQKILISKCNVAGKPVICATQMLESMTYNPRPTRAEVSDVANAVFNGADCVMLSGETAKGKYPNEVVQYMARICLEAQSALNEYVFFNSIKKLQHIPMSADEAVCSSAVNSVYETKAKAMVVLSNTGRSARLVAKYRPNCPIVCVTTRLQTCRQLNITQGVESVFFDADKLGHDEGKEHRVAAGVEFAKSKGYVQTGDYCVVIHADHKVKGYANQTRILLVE
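0.1 nM LmPK, 0.5 mM PEP, 0.1 mM ADP; 50 mM imidazole pH 7.2, 7 mM MgCl2, 50 mM KCl; 1 h RT. Kinase-Glo luminescence readout, normalized to no-enzyme (full inhibition) and uninhibited wells.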
AmpC inh no detg – AmpC beta-lactamase inhibition without detergent; AmpC nitrocefin hydrolysis, absorbance 480 nm, 0.0001% Triton; Potency, µM (highest dose often 57.1 µM), for the others: at the highest dose activity change, negative = inhibition, usual class: inhibitors; 330,000 tested, 0.52% active;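 further: potency means the concentration at half of the fitted maximal effect; plate controls were no compound for no effect and no enzyme for full effect; nearly all actives have a fitted effect of over 20% in size; some results filed as inactive show a strong effect at the top dose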
Target sequence (P00811 whole entry, looked up): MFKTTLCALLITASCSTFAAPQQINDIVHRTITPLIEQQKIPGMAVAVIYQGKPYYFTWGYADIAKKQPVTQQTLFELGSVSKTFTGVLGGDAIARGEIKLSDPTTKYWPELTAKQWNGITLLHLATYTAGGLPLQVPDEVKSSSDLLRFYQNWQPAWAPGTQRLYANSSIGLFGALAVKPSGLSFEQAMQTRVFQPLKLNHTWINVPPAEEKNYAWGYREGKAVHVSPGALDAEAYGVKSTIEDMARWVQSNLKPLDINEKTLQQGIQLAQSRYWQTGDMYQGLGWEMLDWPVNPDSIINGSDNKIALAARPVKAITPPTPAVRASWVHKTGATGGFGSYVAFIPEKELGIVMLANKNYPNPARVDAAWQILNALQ
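AmpC (5.3 nM in the dispensed reagent) in 20 mM phosphate pH 7.0 with 0.01% (detergent screen) or 0.0001% Triton X-100 was preincubated with compounds for 15 min at room temperature. Nitrocefin was then added from an 800 uM solution, and hydrolysis was followed at 480 nm.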
AmpC detergent – blocks E. coli AmpC beta-lactamase in detergent assay; P00811; AmpC hydrolysis of nitrocefin, absorbance 480 nm, 0.01% Triton; Potency, µM (doses to about 114 µM), without a hit: at the highest dose activity change, negative = inhibition, hits mostly inhibitors; 370,000 tested, 0.041% active; AID 485294;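 further: potency means the concentration at half of the fitted maximal effect; 0% = no-compound wells and -100% = no-enzyme wells; nearly all actives have a fitted effect of over 25% in size; some results filed as inactive show a strong effect at the top dose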
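20 mM phosphate pH 7.0 + 0.01% (detergent screen) or 0.0001% Triton X-100; 5.3 nM AmpC reagent; cpd preinc 15 min RT; nitrocefin (800 uM stock) to start; A480 q20 s × 4 min; Activity was normalised to no-enzyme and no-compound control wells.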
HCV inh – HCV inhibition. Potency, µM (highest dose often 41.8 µM), for the others: at the highest dose activity change, negative = inhibition, most hits filed as inhibitors. Huh7.5.1 HCVcc-Cre infection, luciferase reporter, 44 h. 340,000 tested, 3.4% active. AID 651820; further: potency means the concentration at half of the fitted maximal effect
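Cells (1,000/well) were plated 4 h before compound, then infected with HCVcc-Cre virus (~0.5 moi). After 44 h further culture, infection was read as luciferase luminescence following a 15 min substrate incubation at room temperature.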
HCMV inh – blocks human cytomegalovirus replication; HFF cells, HCMV-luciferase reporter, 72 h; active compounds read low; activity change, negative = inhibition, % at 57.5 µM; 410,000 tested, 4.5% active; AID 1259415; in the data active means activity change below about -60%; inconclusive means no clear call, values can overlap the other calls; inactive means above about -39%
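Cell-based, HFFs, 1000 cells/well, 16 h 37C; cpds in DMSO + HCMV-luc, MOI 1 PFU/cell; 72 h 37C; OneGlo luminescence after 5 min RT; norm. to buffer vs Salinomycin 10uM.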
AMA1 RON2 block – AMA1-RON2 (P. falciparum) interaction inhibition | 360,000 tested, 0.2% active | AID 720542 | Potency, µM (titrated, usually from 58.2 µM), for inactives: at the highest dose activity change, negative = inhibition, usual class: inhibitors | AlphaScreen AMA1-biotinylated RON2 peptide binding;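 further: potency means the concentration at half of the fitted maximal effect; 0% = vehicle wells and -100% = peptide control; nearly all actives have a fitted effect of over 45% in size; some results filed as inactive show a strong effect at the top dose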
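AMA1 (3D7) with his tag at 25 nM final met compounds first, then biotinylated RON2 peptide at 25 nM; detection used donor plus acceptor beads, 10 µg/mL apiece, read by AlphaScreen after 30 min at room temperature.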
An asterisk follows results filed as active; ? = inconclusive; nt = not tested or not shown; & = joins results of further samples; ! = not confirmed by another sample; [ ] = dose if it differs, or a comment. Unless noted, the call rests on the fitted dose curve; in most records, active means well fitted curve in the direction sought with a large enough effect; inconclusive means small, poorly fitted or top-dose-only effect, or another doubt; inactive means no such curve, though single readings can be large; an effect the other way counts as inactive or inconclusive. Unless noted, on the % scale 0 is the no-effect control and ±100 the full control effect.

SMILES | TbPYK inhibitor | LmPK inhibitor | AmpC inh no detg | AmpC detergent | HCV inh | HCMV inh | AMA1 RON2 block
Cc1csc(=O)n1CCC(=O)OCC(=O)Nc1ccc(S(N)(=O)=O)cc1 | 2% | nt | -23% | 10% | 25% | 18 | -12%
COc1cccc(NC(=O)N(C)C[C@H]2Oc3cc(Br)ccc3S(=O)(=O)N([C@H](C)CO)C[C@H]2C)c1 | 3% | nt | nt | nt | nt | -1 | -2%
CC(C)(C)[C@@H]1COC(=O)[C@@H](Cc2ccc(F)cc2)CC/C=C\C[C@@H](CC(=O)N(CCO)Cc2ccccc2)C(=O)N1 | 1% | nt | 292%[activator] | nt | -20% | -5 | -3%
COc1ccccc1NC(=O)C(C)NS(=O)(=O)c1ccc(Cl)cc1 (stereo not drawn) | -1% | -4% | -16% | ? | -10% | ? | -4%
CSCCC(C(=O)OCC(=O)c1ccc(C)c(C)c1)N1C(=O)c2cc(Cl)c(Cl)cc2C1=O (stereo not drawn) | 1% | -1% | -15% | -1% | 12% | 0 | 48%
CCCCn1c(O)c(C(C)=NC(C)c2ccccc2)c(=O)[nH]c1=O (stereo not drawn) | 1% | 2% | -8% | 2% | 0% | -22 | 1%
COc1ccc(NC(=O)Nc2cccc3c2O[C@H](CN(C)S(=O)(=O)c2ccc(OC)cc2)[C@@H](C)CN([C@H](C)CO)C3=O)cc1 | -6% | nt | 224%[activator] | nt | ? | 1 | -11%
Cc1ccc2[nH]c3c(c2c1)CN(C(=O)CN1C[C@H]2C[C@@H](C1)c1cccc(=O)n1C2)CC3 | 3% | 6% | 66%[activator] | -4% | 12% | -6 | 0%
COC(=O)c1sccc1NN1C(=O)c2ccccc2C1=O | -12% | 1% | -9% | 1% | 14% | 28 | 18%
Cc1ccc(OCC(=O)NNc2c3ccccc3nc3ccccc23)cc1 | -12% | -1% | -23% | -11% | 1µM* | -95* | -24%
CC(=O)Nc1ccc(C(=O)N2CCCCC2c2cc(C(=O)NCc3ccc(F)cc3)no2)cc1 (stereo not drawn) | 3% | nt | nt | nt | nt | 2 | 2%
CCOC(=O)c1ccc(NC(=O)c2ncn(-c3ccccc3)n2)cc1 | 10% | nt | nt | 9% | nt | 43 | nt
CCc1cc2cc3c(cc2nc1SCC(=O)OC(C)C)OCO3 | 5% | -1% | -14% | 4% | -6% | ? | 0%
Cc1cc(C)nc(/N=C(\N)C2=C(O)CC(C)(C)CC2=O)n1 | 6% | -3% | 1% | 3% | -1% | -16 | 6%
CC1(C)CC(=O)C=C(NCc2ccc(Cl)c(Cl)c2)C1 | 3% | 2% | 10% | -6% | 7% | ? | 4%
CC(C)Cn1c(N)c(C(=O)COC(=O)c2cc3ccccc3cc2O)c(=O)n(C)c1=O | 0% | nt | 2% | nt | ? | ? | -2%
O=[N+]([O-])c1ccc(N2CCCCC2)c2ncccc12 | 2% | -6% | -13% | 7% | -10% | ? | ?
COc1ccc(Nc2nnc(-c3ccncc3)s2)cc1Cl | -12% | -7% | 127%[activator] | -7% | 15% | ? | 8%
CCOc1ccc2oc(-c3ccccc3)c(C(N)=O)c2c1 | -9% | -8% | -12% | ? | ? | -34 | -2%
c1ccc(-n2c(SCC3CCCCO3)nnc2-c2cnccn2)cc1 (stereo not drawn) | -20% | 0% | nt | -5% | -2% | -33 | 9%
O=C(Nc1cccnc1)NC1CCCCC1 | 0% | -9% | 4% | ? | 9% | 38 | 5%
O=C(O)c1ccc2c(c1)C(=O)N(C(Cc1ccc(O)cc1)C(=O)O)C2=O (stereo not drawn) | 2% | 2% | -16% | -12% | 4% | -1 | -11%
O=C(NC1CCCN(Cc2ccc(Cl)cc2)C1)c1ccnc(Cl)c1 (stereo not drawn) | -3% | -1% | 36% | ? | ? | 20 | 2%
COCCNc1nc(NCc2ccc(C(C)C)cc2)c2sccc2n1 | 0% | nt | nt | nt | nt | ? | -21%
CCOc1ccccc1NC(=O)CN(C)S(=O)(=O)c1ccc(OC)c(C)c1 | 3% | 1% | 13% | ? | ? | -6 | 1%
Cc1cccc(C)c1NC(=S)N(c1ccccc1)C(C)C | 4% | 2% | -12% | -5% | 12% | -20 | -1%
O=C1NC2C(O)C(O)C(O)C(O)C2c2cc3c(c(O)c21)OCO3 (stereo not drawn) | -4% | nt | nt | nt | ? | -98* | 17%
CCCc1nc(SCC(=O)NNC(=O)c2ccc(OC)cc2)c2ccccc2n1 | 2% | 3% | 17% | -7% | -15% | ? | 71%[activator]
Cc1ccc2nc(C(C)(C)C)c(Cc3ccccc3C(F)(F)F)n2c1 | 6% | nt | nt | nt | nt | 4 | -11%
Nc1nc(CCl)nc(Nc2ccc3ccccc3c2)n1 | 10% | -5% | -15% | 1% | 0.89µM* | -93* | 6%
Cc1ccc(S(=O)(=O)CC(c2ccccc2)N2CCCCC2)cc1 (stereo not drawn) | -1% | 2% | -24% | 0% | -16% | ? | -8%
CCN(CC)c1nc(-c2ccc(C(C)(C)C)cc2)nc2ccccc12 | 2% | nt | nt | 16% | nt | -15 | nt
CCCn1ncc(C(=O)N(C)C2CCCN(Cc3ccccc3F)C2)c1C (stereo not drawn) | 0% | -12% | 51% | ? | 3% | -27 | 0%
CC(=O)Nc1ccc(S(=O)(=O)NCC2CCC(C(=O)NCc3ccccc3)CC2)cc1 (stereo not drawn) | -2%&2% | 3% | -40% | -5%&1% | -1% | -36&-3 | 1%
Cc1ccc(S(=O)(=O)NC(=O)Nc2ccc(C)cn2)cc1 | -6% | -3% | -12% | -5% | 19% | -20 | 9%
COc1cc2cccc(OC)c(=O)c2c(O)c1OC | 3% | -4% | -10% | ? | 5% | 147 | -12%
O=C(COC(=O)c1ccc(Sc2ccccc2)c([N+](=O)[O-])c1)NC1CCS(=O)(=O)C1 (stereo not drawn) | 1% | 5% | 150%[activator] | -7% | 10% | -31 | 12%[2.32 µM]
Nc1c(C(=O)c2ccccc2)sc2snc(SCC(=O)c3ccccc3)c12 | -10% | 6% | -34% | -12% | 10% | 2 | -22%
CCN1CCN(c2ccc(S(=O)(=O)N3CCCCC3)cc2NC(=O)Cc2ccc(Cl)c(Cl)c2)CC1 | -1% | nt | 178%[activator] | -20% | ? | nt | -21%
CCCn1c2ccccc2c2cnn(CC(=O)NCc3ccccc3Cl)c(=O)c21 | -2% | nt | nt | -1% | nt | -22 | nt
CNc1ccc(C(=O)OCC(=O)NC(=O)NC2CCCC2)cc1[N+](=O)[O-] | 0% | nt | -19% | nt | 0% | -6 | -4%
Nc1nc(Nc2cccc(F)c2)nc2ccccc12 | -7% | ? | -28% | -15% | -17% | 102 | -7%
CCOc1ccc(NC(=O)CC2C(=O)N(c3ccc(OC)cc3)C(=O)N2CCc2ccc(OC)c(OC)c2)cc1 (stereo not drawn) | 1% | 5%[11.5 µM] | 148%[activator] | 2% | -26% | -3 | -13%
COc1ccccc1CNc1ncc(-c2ccc(F)cc2)n1C | 6% | -6% | -13% | -21% | -10% | -14 | ?
O=C(c1cc(-c2ccccc2)nn1-c1ccccc1)N1CCN(S(=O)(=O)c2ccc(F)cc2)CC1 | 1% | nt | -18% | ? | ? | -77* | -7%
Cc1ccc(S(=O)(=O)NC(C(=O)Oc2cc3oc(=O)cc(C)c3cc2Cl)C(C)C)cc1 (stereo not drawn) | -6% | 1% | -26% | -1% | 11%&1% | -18 | 6%
O=C(NCc1cccs1)c1nc2c(nnn2Cc2ccccc2Cl)c(=O)[nH]1 | -1% | 0% | -7% | 3% | 5µM* | -102* | 43%[activator]
COc1ccc(CNC(=O)CN(c2ccccc2OC)S(=O)(=O)c2ccc(C)cc2)cc1 | 2% | nt | nt | 10% | nt | -31 | nt
Cc1cc(N2CCN(C(=O)c3ccco3)CC2)n2nc(C)c(-c3ccccc3)c2n1 | 7% | 2% | 108%[activator] | -7% | 3.5µM*! | -22 | 6%
CN(Cc1ccccc1)S(=O)(=O)c1ccc(NS(=O)(=O)Cc2ccccc2)cc1 | -8% | 2% | -13% | 0% | 7% | 46 | 3%
CN(C(=O)COC(=O)c1cc(=O)[nH]c2ccccc12)C1CCCCC1 | -4% | nt | 0% | -3% | -1% | ? | -1%
C[C@H](CO)N1C[C@H](C)[C@@H](CN(C)C(=O)OCc2ccccc2)OCc2cn(nn2)CCCC1=O | -4% | nt | nt | nt | nt | -6 | 11%

Compound activity (PubChem BioAssay)
